LGR2 antag: inhibitors of bursicon-induced LGR2 CRE-luciferase signal, primary screen, cell-based, HEK293, CRE-luciferase reporter, bursicon stimulation. bursicon-stimulated, 4 h. inhibition, % at 9.99 µM. Drosophila bursicon receptor LGR2 (rickets). 380,000 compounds, 0.35% hits;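 active = drop in luminescence signal, shown as inhibition above about 50% in the replicate tests, limit read from the data, passing the limit was not always enough; inconclusive = probably only some replicates passing the limit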;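 also: agonist challenge used bursicon conditioned medium at about half maximal strength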
CASP6 VEID inh: human caspase-6 inhibitors, primary screen, biochemical, VEID-R110 fluorescence, single point, set 2. P55212. purified caspase-6, Z-VEID-R110 cleavage fluorescence. inhibition, % at 12.5 µM. 350,000 compounds, 0.53% hits;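 active = mean inhibition across replicates at least about 35%, with every replicate also reaching that limit, limit read from the data; inconclusive = only one of the two criteria met; inactive = neither criterion met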;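 also: 0% = median of neutral control wells and 100% = no fluorescence left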
Target sequence (P55212 24-179 limits assumed): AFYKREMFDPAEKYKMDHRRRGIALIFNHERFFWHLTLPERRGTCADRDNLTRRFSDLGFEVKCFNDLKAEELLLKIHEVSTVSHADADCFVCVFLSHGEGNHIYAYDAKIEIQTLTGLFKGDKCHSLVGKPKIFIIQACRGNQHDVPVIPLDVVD
Target sequence (P55212 194-293 limits assumed): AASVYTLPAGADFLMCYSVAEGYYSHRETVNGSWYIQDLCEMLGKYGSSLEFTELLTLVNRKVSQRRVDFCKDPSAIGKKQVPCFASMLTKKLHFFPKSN
miR-122 sensor: miR-122 Renilla sensor signal increase in Huh7, primary screen, miR-122 inhibitor project, cell-based, single point, plate reader. Huh7 miR-122 Renilla luciferase sensor, 48 h; neutral wells = 0, positive control = 100. activation (reporter increase), % at 12.5 µM. 340,000 compounds, 0.3% hits. AID 602342, 2012;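 active = mean replicate activation score at least 90 and every replicate individually at or above 90; inconclusive = only one of the two criteria met; inactive = neither criterion met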;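 also: higher luciferase means less miR-122 activity so hits act as miR-122 inhibitors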
Cneo AK release: Cryptococcus neoformans cell lysis inducers, primary screen, AK release luminescence, single concentration; C. neoformans lysis, adenylate kinase release luminescence, 4 h; normalised: neutral wells 0, clomiphene wells 100; 360,000 compounds, 0.2% hits; lysis activity, % at 15 µM; AID 651654, 2012;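 active = mean lysis activity across replicates of at least 80%, whatever share of replicates individually reach that level; inactive = mean lysis activity below 80%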
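read-out = cell lysis signal | test system = log-phase Cryptococcus neoformans yeast cells | input = cells at 5 × 10^6 per mL | medium = fresh YPD growth medium | signal = luminescent adenylate kinase detection reagent | timing = 4 h at 37 °C static, read 1 h later | dosing = single dose | controls = Clomiphene as positive lysis control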
PAX8 inh HTS: inhibitors of PAX8-driven TPO luciferase reporter, primary screen, RMG-I cells, single concentration. AID 652154, 2013. 360,000 compounds, 1.2% hits. SteadyGlo, 24 h. inhibition, % at 12.6 µM;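 active = mean replicate inhibition at least 60% with every replicate also reaching 60%; inconclusive = only one of the two criteria is met; inactive = mean below 60% and not all replicates reaching 60%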;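 also: luciferase light reporting Pax8 driven TPO promoter activity; plate controls were median of neutral control wells for no effect and mitoxantrone controls for full effect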
EWS-Fli block: EWS/Fli-driven NR0B1 reporter inhibitors, primary screen, A673 cells, NR0B1 luciferase, luminescence, MLPCN library; inhibition, % at 12.6 µM; 350,000 compounds, 0.67% hits; viability-normalised; AID 651661, 2012;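 active = mean inhibition of at least 50% after viability correction, with every replicate also passing that limit; inconclusive = mean reaches 50% but only one of two replicates passes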;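 also: firefly luciferase signal divided by Alamar Blue viability fluorescence both relative to DMSO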
FN deposit inh: inhibitors of fibronectin matrix deposition, primary screen, AH1F cells, Alexa488-fibronectin fluorescence, plate reader. inhibition, % at 12.6 µM. AID 743247, 2014. AH1F fibroblasts, overnight. 350,000 compounds, 0.086% hits;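 active = mean inhibition across replicates of 30% or more, regardless of how many single replicates reach that level; inconclusive = mean under 30% yet at least half of replicates reach 30%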;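 also: positive control wells lacked labelled fibronectin entirely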
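Assay system: AH1F fibroblasts / Quantity: 10000 cells per well / Medium: DMEM plus 2% serum, read in PBS / Reagent: labelled fibronectin 24 nM / Dosing: single dose, pinned / Times: 1 h cell attachment, overnight exposure to compound and label / Signal: fluorescence, ex 485 nm, em 525 nm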
PGC1a acetyl inh: inhibitors of PGC1a acetylation signal, primary screen, cell-based, U2OS, AlphaScreen, inhibitor mode; inhibition, % at 15.6 µM; 350,000 compounds, 0.17% hits; AlphaScreen anti-acetyl-lysine; with virally co-expressed GCN5 acetyltransferase;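 active = every replicate shows inhibition of at least 40%; inconclusive = mean inhibition at least 40% but some replicate below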;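 also: 0% = neutral control wells and 100% = positive control wells; some results beyond the cut were filed as inactive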
Numbers without * were called inactive; u = inconclusive; x = no result given; & = joins results of further samples; [ ] = remark or other dose.

SMILES	FN deposit inh	Cneo AK release	miR-122 sensor	PAX8 inh HTS	LGR2 antag	CASP6 VEID inh	PGC1a acetyl inh	EWS-Fli block
Cc1noc(C)c1S(=O)(=O)Nc1ccc2c(c1)CC(=O)N([C@H](C)CO)C[C@H](C)[C@@H](CN(C)C(=O)Nc1ccccc1)O2	x	x	-0.5[16.7 µM]	x	-3.7	-1.6	-2.9	-11.7
CCc1nnc(NS(=O)(=O)c2ccc(NC(=O)c3ccc([N+](=O)[O-])s3)cc2)s1	-4.6	-0.3	-2.7	-6.5	2.3	11.4	x	-3.9
CSc1nnc(CNS(=O)(=O)c2ccc(Br)cc2)n1C	1.0	1.9	0.8	-23.8	-4.7	3.9	x	0.9
Cc1cc(=O)[nH]c(SCC(=O)Nc2ccc(C(=O)O)cc2)n1	x	1.1	-3.7	x	-17.8	1.0	-10.7	x
COCCCNC(=O)CCSc1ccc(Cl)cc1	-9.1	2.1	1.0	x	x	x	1.1	x
Cc1csc(N=Cc2ccc([N+](=O)[O-])o2)n1	x	x	x	12.4	11.0	7.3	x	15.1
NC(=O)C1CCCc2c1n(Cc1ccccc1)c1ccccc21 (configuration not stated)	-1.8	-1.4	4.4	13.0	-7.9	2.7	-7.1	13.5
COc1ccc(/C=N/NC(=O)c2cc(-c3ccccc3OC)nc3ccccc23)cc1COC(C)=O	0.4	8.3	6.0	1.6	x	x	-27.5	x
CN1C(=O)C(=O)/C(=C(/O)c2ccc(Br)cc2)C1c1ccccc1F (configuration not stated)	-1.8	-0.4	-0.4	-7.7	6.5	x	3.5	-5.3
Cc1cc(C)cc(-n2ncc3c2CCCC3NC(=O)c2cc(C)n(C)n2)c1 (configuration not stated)	-4.1	-2.7	-0.3	-10.2	-17.9	-0.3	-1.1	-14.9
C[C@H](NC(=O)OC(C)(C)C)C(=O)N/N=C/c1cccc2nccnc12	3.5	-0.8	3.0	20.0	-15.9	-1.5	4.4	-0.6
COc1ccc(OC)c(S(=O)(=O)N2CCN(c3c(C)cccc3C)CC2)c1	1.9	-3.6	-1.6	18.0	9.5	-1.3	8.4	6.3
O=C(CCc1nc2ccccc2c(=O)[nH]1)NNC(=O)COc1ccccc1Cl	x	1.7	-3.4	8.5	10.2	-1.2	29.5	-5.1
CCc1cc(C(=O)NNC(=O)c2csc(N3CCOCC3)n2)sc1C	-4.5	-7.3	0.7	2.8	-10.3	4.8	x	-2.0
O=S(=O)(c1ccc2nnn(O)c2c1)N1CCCCC1	-5.0	x	-1.8	-5.1	-12.9	1.9	3.2	3.2
CCOC(=O)c1c(NC(=O)CSc2nnc(-c3c[nH]c4ccccc34)n2C)sc2c1CCCC2	1.4	-2.8	3.9	2.5	-0.7	-2.4	-10.5	15.6
CC(C)NC(=O)Nc1ccc2c(c1)C(=O)N([C@@H](C)CO)C[C@H](C)[C@H](CN(C)Cc1ccc3c(c1)OCO3)OCCCC[C@H](C)O2	-10.1	1.8	-7.6[16.7 µM]	-1.7	-3.1	x	-7.0	9.8
Cc1nc(-c2ccccc2)sc1C(=O)CSc1ccc(F)cc1	x	-0.1	-0.2	x	-32.9	x	-0.3	x
COCC(=O)N1CCCCN2[C@@H](CO)[C@@H](c3ccc(-c4cccc(C)c4)cc3)[C@@H]2C1	x	-1.7	-4.0[16.7 µM]	-11.4	-3.4	-1.0	-5.7	-8.3
C[C@@H]1CN([C@@H](C)CO)C(=O)Cc2cc(NC(=O)CCN3CCOCC3)ccc2O[C@@H]1CN(C)C(=O)NC1CCCCC1	-6.1	x	2.0[16.7 µM]	-15.9	0.2	x	-9.3	-17.6
Cc1cc(=O)oc2cc(NC(=O)C3COc4ccccc4O3)ccc12 (configuration not stated)	x	2.9	8.5	x	-8.4	x	-1.2	x
CN(C)S(=O)(=O)c1ccc(C(=O)OCC2CCCO2)cc1 (configuration not stated)	-1.0	-1.7	-5.9	-0.6	-11.2	1.6	1.6	-6.1
Cc1cc(NC(=O)CSc2nnnn2-c2cc(Cl)ccc2C)no1	-2.3	2.0	-8.7	-1.0	-19.3	-1.8	7.5	4.1
CCSc1ncccc1-c1nc2ccccc2[nH]1	3.3	-2.9	-5.8	-32.3	x	x	3.2	x
Cc1ccc(NC(=O)COC(=O)COc2cccc3c2OC(C)(C)C3)c(C)c1	-2.7	x	-8.4	-7.5	-9.0	-2.1	0.4	-5.7

The list continues.
SMILES	FN deposit inh	Cneo AK release	miR-122 sensor	PAX8 inh HTS	LGR2 antag	CASP6 VEID inh	PGC1a acetyl inh	EWS-Fli block
CN(CC(=O)Nc1ccccc1C(F)(F)F)C(=O)CCc1nc2ccccc2c(=O)[nH]1	1.7	-0.3	3.5	8.4	4.3	3.2	3.5	-1.0
O=C(O)C[C@H]1C[C@H]2c3cc(NC(=O)Nc4ccc(C(F)(F)F)cc4)ccc3O[C@H]2[C@H](CO)O1	8.7	-6.5	1.4[16.7 µM]	-2.1	4.6	x	1.6	0.4
O=C(Nc1ccc2ccccc2c1)c1ccc2[nH]c(=O)c(=O)[nH]c2c1	0.6	-1.1	3.9	9.7	-7.9	0.8	-0.9	-18.2
O=C(c1ccc(Br)o1)N(Cc1ccccc1)Cc1ccccc1	8.6	-0.4	x	3.0	x	1.1	x	4.4
CNc1ccc(C(=O)OCC(=O)NCc2ccc3c(c2)OCO3)cc1[N+](=O)[O-]	2.9	-0.1	x	4.0	1.7	-2.0	-1.3	-6.6
CCOC(=O)C1CCCN(CC(=O)NC2CC2)C1 (configuration not stated)	0.4	2.6	7.1	x	-15.4	x	16.4	x
C[C@H](CO)N1C[C@H](C)[C@H](CN(C)S(=O)(=O)c2ccccc2)Oc2ccc(NC(=O)Nc3ccccc3)cc2C1=O	x	0.2	-4.3[16.7 µM]	-14.4	-3.9	-1.4	-7.5	5.7
CCOC(=O)C1C(=O)C=C(N2CCOCC2)CC1c1cccc(OC)c1 (configuration not stated)	4.1	0.9	-6.3	-5.2	x	x	-3.0	x
O=C(C[C@@H]1CC[C@@H]2[C@H](COC[C@H](O)CN2S(=O)(=O)c2ccccc2)O1)N[C@@H]1CCN(Cc2ccccc2)C1	-2.4	0.1	4.9[16.7 µM]	-3.4	20.8	2.8	7.9	-4.6
Cc1ccccc1NC(=O)CSc1nnc2ccc(-c3ccccn3)nn12	0.3	x	x	x	11.9	0.5	x	-0.8
COc1ccc(OCc2nnc(SCc3ccc(C(=O)O)cc3)o2)cc1	3.5	x	x	23.5	-1.0	-1.7	11.6	9.4
CC(=O)Nc1cccc(C(=O)/C=C/c2ccco2)c1	x	6.9	-17.8	-80.6	x	x	7.3	x
Cc1c(C(=O)Nc2c(F)cccc2F)sc2ncnc(N3CCN(c4ccccc4)CC3)c12	-3.1	x	x	10.3	-9.4	-2.5	x	-12.4
Cc1cc(C)cc(NC(=O)C2CCN(S(=O)(=O)c3ccc4c(c3)NC(=O)C(C)S4)CC2)c1 (configuration not stated)	-0.7	-1.2	x	5.3	11.7	-1.1	x	x
C[C@@H]1CN([C@@H](C)CO)S(=O)(=O)c2ccc(Br)cc2O[C@H]1CN(C)C(=O)Nc1ccc(C(F)(F)F)cc1	1.0	2.7&-6.2	5.1	24.2&-1.1	10.5&-12.3	-2.5	-2.8&-2.9	0.6&27.0
CCOc1ccc(CCNC(=O)CSCC(=O)Nc2cccc(C)c2)cc1OCC	6.5	x	x	16.5	15.1	2.5	x	2.8
COc1cc(C(=O)N/C(=C\c2cn(C)c3ccccc23)C(=O)NCCCO)cc(OC)c1OC	-32.7	-1.5	x	10.4	18.7	-2.6	x	u
CC(C)OC(=O)c1c(NC(=O)C2CC=CCC2C(=O)O)sc2c1CCCCC2 (configuration not stated)	x	-3.0	-6.2	15.7	10.3	28.7	x	10.1
Cc1ccc(NC(=O)[C@H](NC(=O)[C@@H]2Cc3ccccc3CN2)c2ccccc2)cc1	-8.3	-2.0	30.2	-18.3	-35.3	-1.1	-11.8	x
Cc1ccc(CNC(=O)c2ccc(CNS(=O)(=O)c3ccc4c(c3)C(C)(C)C(=O)N4C)cc2)o1	1.6	-3.5	3.4	10.7	-2.8	1.0	3.8	8.5
O=C(N/N=C/c1c[nH]c2ccccc12)c1ccccc1O	-11.3	7.5	x	-97.0	-50.8	4.2	x	-44.1
CCC(=O)NC(c1ccc(Cl)cc1Cl)c1ccc2cccnc2c1O (configuration not stated)	10.5	-0.5	-15.8	66.1*	-4.8	0.5	16.4	28.0
O=C(NCC(=O)N1CCN(C(=O)c2ccco2)CC1)c1ccccc1	x	2.0	-0.4	-21.8	6.5	-0.2	-10.6	x
COc1ccc(Oc2cccc(Cl)c2CNC(=O)CC(C)(C)CC(=O)O)cc1	5.7	x	x	19.4	-1.0	3.9	2.0	5.8
COc1ccc(C)cc1NC(=O)CCNC(=O)Cn1ccc2ccccc2c1=O	-1.7	-0.4	x	-11.2	2.6	-1.6	x	-8.0
COCCNc1nc(Cl)c(C#N)s1	-5.8	x	x	23.5	21.3	-2.6	x	9.2
CC(C)(C)CN1CCC(Oc2cccc(C(=O)N3CCC[C@H]3CO)c2)CC1	-1.8	-1.3	-6.9	-9.8	14.2	-3.3	5.2	2.2

Profiles as entered above. Screens in order: FN deposit inh, Cneo AK release, miR-122 sensor, PAX8 inh HTS, LGR2 antag, CASP6 VEID inh, PGC1a acetyl inh, EWS-Fli block
COc1ccc(Oc2cccc(Cl)c2CNC(=O)CC(C)(C)CC(=O)O)cc1 across the screens: 5.7, x, x, 19.4, -1.0, 3.9, 2.0, 5.8
CCOC(=O)C1CCCN(CC(=O)NC2CC2)C1 (configuration not stated) across the screens: 0.4, 2.6, 7.1, x, -15.4, x, 16.4, x
CCOc1ccc(CCNC(=O)CSCC(=O)Nc2cccc(C)c2)cc1OCC across the screens: 6.5, x, x, 16.5, 15.1, 2.5, x, 2.8

Source: PubChem (Broad Institute)
